Screening results: PubChem, several laboratories
TMEM16A act: activators or potentiators of mouse TMEM16A chloride channel. B-score at 10 µM. 0.3% of 340,000 active. AID 623877. HEK293 TMEM16A/YFP-H148Q/I152L, iodide quench fluorescence; hits give low values;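 active = fluorescence-ratio B-score plate-corrected deviation score at least 3 library SD below zero, with starting fluorescence score within 5 deviations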;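 note: channel opened by trigger with iodide after compound preincubation; score built on the fluorescence ratio of max minus min over baseline; more negative score means more quench and so TMEM16A activation or potentiation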
Target sequence (Q8BHY3 whole entry, looked up): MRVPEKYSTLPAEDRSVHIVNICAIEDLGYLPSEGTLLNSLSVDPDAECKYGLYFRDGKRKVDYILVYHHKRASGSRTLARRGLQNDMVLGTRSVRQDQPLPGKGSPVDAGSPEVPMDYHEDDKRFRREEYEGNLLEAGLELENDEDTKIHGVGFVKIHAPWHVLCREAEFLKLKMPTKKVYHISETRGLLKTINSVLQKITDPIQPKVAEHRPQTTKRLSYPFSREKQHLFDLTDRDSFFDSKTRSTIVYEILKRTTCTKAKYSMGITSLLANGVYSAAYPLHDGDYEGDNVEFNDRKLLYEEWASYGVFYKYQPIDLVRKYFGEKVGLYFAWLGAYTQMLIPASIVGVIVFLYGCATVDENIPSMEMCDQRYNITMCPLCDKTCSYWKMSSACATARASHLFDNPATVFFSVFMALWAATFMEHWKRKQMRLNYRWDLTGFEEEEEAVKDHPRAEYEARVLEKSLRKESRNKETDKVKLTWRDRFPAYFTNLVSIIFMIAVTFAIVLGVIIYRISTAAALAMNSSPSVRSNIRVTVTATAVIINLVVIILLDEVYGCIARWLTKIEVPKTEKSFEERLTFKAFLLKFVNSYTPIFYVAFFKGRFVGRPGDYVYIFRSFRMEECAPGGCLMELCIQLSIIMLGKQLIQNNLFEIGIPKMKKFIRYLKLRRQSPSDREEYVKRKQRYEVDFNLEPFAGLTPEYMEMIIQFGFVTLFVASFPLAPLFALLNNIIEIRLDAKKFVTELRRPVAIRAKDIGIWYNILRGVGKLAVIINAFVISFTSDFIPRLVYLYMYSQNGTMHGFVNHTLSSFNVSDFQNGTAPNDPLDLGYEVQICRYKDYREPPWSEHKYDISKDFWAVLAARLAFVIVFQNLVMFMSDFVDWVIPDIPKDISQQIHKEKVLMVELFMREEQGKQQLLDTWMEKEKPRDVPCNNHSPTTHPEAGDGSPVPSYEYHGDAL
KCNK3 block: human KCNK3 channel inhibition, primary screen; B-score at 10 µM; CHO-KCNK3 thallium flux, FluxOR fluorescence; hits give low values; O14649; AID 602410; 0.84% of 340,000 active;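 active = B-score under library mean minus 4 SD, starting fluorescence ratio at most library mean plus 5 SD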;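 note: more negative B-score means stronger inhibition of thallium flux through KCNK3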
HDAC3 inh: inhibitors of human histone deacetylase 3; O15379; recombinant HDAC3, fluorogenic peptide/trypsin coupled, fluorescence; inhibition, % at 8.3 µM; 0.15% of 320,000 active; in the data active = inhibition above about 26%, passing the limit was not always enough; inconclusive = no clear call, values can overlap the other calls
Dyrk1A ADPGlo: Dyrk1A (rat) kinase inhibition; ADP-Glo luminescence, NFATc1 peptide; 0.43% of 310,000 active; AID 504441; Q63470; inhibition, % at 12.5 µM; in the data active = inhibition above about 50%;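 note: plate controls were vehicle with enzyme for no effect and no enzyme for full effect; many of its hits are not listed in these tables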
The depositor's hits bear a star; i = inactive; u = inconclusive; x = no result given. A portion of the library (hit frequency here may not be typical).

TMEM16A act	KCNK3 block	HDAC3 inh	Dyrk1A ADPGlo	smiles
i	i	x	3	COc1cccc(N2CCN(c3ccc(S(=O)(=O)N4CCCC4)cc3)CC2)c1
i	i	x	16	COC1C(CO)OC(n2c3c(Cl)cccc3c3c4c(c5c6cccc(Cl)c6[nH]c5c32)C(=O)NC4=O)C(O)C1O (stereo not given)
i	i	x	-3	CC(C)CC1NC(=O)C(CC(C)C)N(CO)C1=O (stereo not given)
i	i	x	10	O=C(CCNS(=O)(=O)c1ccc2ccccc2c1)NCCOc1ccccc1
i	i	x	4	CSCCC1Nc2ccc(S(=O)(=O)N3CCOCC3)cc2NC1=O (stereo not given)
i	i	x	6	O=c1[nH]nc(-c2ccc([N+](=O)[O-])o2)c(=O)[nH]1
i	i	x	5	CCOCCOc1cc(NCc2ccccc2)c2ncn(C(C)C)c2c1
i	i	x	-2	CCN(CC(=O)NCc1cccs1)C(=O)c1ccc(-c2ccccc2F)o1
i	i	x	16	Cc1ccc(S(=O)(=O)N2CCN(c3ncnc4sccc34)CC2)cc1C
i	i	x	-1	O=C(NN=Cc1ccc2c(c1)OCO2)C1CC1
i	i	x	-5	C=CCN(c1ccccc1)S(=O)(=O)c1cccc(C(=O)Nc2ccc(N3CCOCC3)cc2)c1
i	i	x	9	CCOC(=O)C1CCCN(C(=O)c2ccc(NS(=O)(=O)c3ccc4[nH]c(=O)[nH]c4c3)cc2)C1 (stereo not given)

(list continues)
TMEM16A act	KCNK3 block	HDAC3 inh	Dyrk1A ADPGlo	smiles
i	i	x	-6	CC(=O)NC(CC(C)C)C(=O)O (stereo not given)
i	i	x	7	Cc1noc(C)c1COc1ccccc1C(=O)N1CCN(S(=O)(=O)c2cccc(Cl)c2)CC1
i	i	x	0	O=S(=O)(NCCc1nc2ccccc2[nH]1)c1ccccc1
i	i	x	-3	N#Cc1ccccc1OCC(=O)NCC(c1ccc(F)cc1)N1CCOCC1 (stereo not given)
i	i	x	-1	CCOc1ccc(-c2nnc3sc(-c4ccccc4OC)nn23)cc1
i	i	x	-2	O=C(O)c1ccc(C=NN2CCCCCC2)cc1
i	i	x	29	CCN1CCN(C2=CC3=CC(=C(C#N)C#N)CCC3CC2)CC1 (stereo not given)
i	i	x	-8	CC(=O)OCC1=C(C(=O)O)N2C(=O)[C@@H](NC(=O)CSc3ccncc3)[C@H]2SC1
i	i	x	-4	Cc1ccccc1OCC(=O)OCC(=O)Nc1ccc(Cl)cn1
i	i	x	8	CC(C(=O)N(C)Cc1cccc(F)c1)N1CCN(S(=O)(=O)c2ccc3c(c2)OCCCO3)CC1 (stereo not given)
i	i	x	-1	COc1ccc(C(=O)NCCCN2CCN(CCCNC(=O)c3ccc(OC)c(OC)c3)CC2)cc1OC
i	i	x	29	Cc1ccc(C2C(C#N)=C(N)SC(N)=C2C#N)cc1

The list goes on.
TMEM16A act	KCNK3 block	HDAC3 inh	Dyrk1A ADPGlo	smiles
i	i	x	9	CC1CCCCC12NC(=O)N(CC(=O)N1CCN(S(=O)(=O)c3cccs3)CC1)C2=O (stereo not given)
i	i	x	-2	O=C(Nc1cccc(S(=O)(=O)NC2=NCCC2)c1)c1cc(F)c(F)c(F)c1F
i	i	x	-4	Cc1ccc(OCC(=O)N(Cc2ccco2)c2c(N)n(Cc3ccccc3)c(=O)[nH]c2=O)cc1C
i	i	x	7	CCOC(=O)N1CCc2cc(OC)c(OC)c3c2c1cc1cc(OC)c(OC)cc13
i	i	x	-2	O=C(COC(=O)/C=C/c1cccc(C(F)(F)F)c1)NC(=O)NC1CCCC1
i	i	x	1	Nc1ccc(S(=O)(=O)Nc2nccs2)cc1N=Nc1ccccc1[N+](=O)[O-]
i	i	x	4	CN(NC(=O)NN(C)C(=O)c1ccccc1)C(=O)c1ccccc1
i	i	x	-1	O=C1N[C@@H](Cc2ccccc2)C(=O)N2CCCC12 (stereo not given in full)
i	i	x	11	O=C1NC(=O)C(=Cc2ccccc2)N1
i	i	x	-1	CC(Nc1ccc(Br)cc1)C(=O)Nc1cccc(S(=O)(=O)N2CCOCC2)c1 (stereo not given)
i	i	x	7	Cc1cccc(NS(=O)(=O)c2cccc(C(=O)NCC3(N4CCOCC4)CCCCC3)c2)c1
i	i	x	5	CC(=O)c1cc(C)c(OC(=O)c2ccccc2)c(C)c1

Additional structures:
TMEM16A act	KCNK3 block	HDAC3 inh	Dyrk1A ADPGlo	smiles
i	i	x	2	O=C1NC(c2ccccc2)N=C2Oc3ccccc3C=C12 (stereo not given)
i	i	x	4	CCC(O)(Cc1ccccn1)Cc1ccccn1
i	i	x	-5	Cc1ccc(CN(C)C(=O)c2cccc(S(=O)(=O)N3CCN(c4ccccc4)CC3)c2)cc1
i	i	x	-1	Cn1c(N)c(C(=O)COC(=O)Cc2ccc(F)cc2)c(=O)n(C)c1=O
i	i	x	0	O=[N+]([O-])c1ccc(C=NNC(=S)Nc2ccc(F)cc2)cc1
i	i	x	4	Cc1ccc(CNC(=O)c2ccc(S(=O)(=O)N3CCCCC3)cc2)cc1
i	i	x	20	COc1ccc(-n2cnc3c(N)nc(N)nc32)cc1
i	i	x	-6	CCOc1ccc2oc(C(=O)NCC(c3ccco3)N(C)C)c(C)c2c1 (stereo not given)
i	i	x	-2	COc1ccc2[nH]c3c(c2c1)CCN1C(=O)C(CC(=O)NCCN2CCOCC2)C[C@H](C(=O)N2CCOCC2)[C@@]31C (stereo not given in full)
i	i	x	60*	O=C1c2ccccc2C(=O)c2c1ccc(O)c2O
i	i	x	0	COC(=O)c1ccc(CCc2cc(O)ccc2O)cc1
i	i	x	9	COC1=CC(=O)OC(c2ccc(OC)cc2)C1 (stereo not given)

Given with two lines to a compound: part of the list above.
Order of results: TMEM16A act, KCNK3 block, HDAC3 inh, Dyrk1A ADPGlo
- Cc1ccc(CNC(=O)c2ccc(S(=O)(=O)N3CCCCC3)cc2)cc1
  i, i, x, 4
- COc1ccc(-n2cnc3c(N)nc(N)nc32)cc1
  i, i, x, 20
- CCOc1ccc2oc(C(=O)NCC(c3ccco3)N(C)C)c(C)c2c1 (stereo not given)
  i, i, x, -6
- COc1ccc2[nH]c3c(c2c1)CCN1C(=O)C(CC(=O)NCCN2CCOCC2)C[C@H](C(=O)N2CCOCC2)[C@@]31C (stereo not given in full)
  i, i, x, -2
- O=C1c2ccccc2C(=O)c2c1ccc(O)c2O
  i, i, x, 60*
- COC(=O)c1ccc(CCc2cc(O)ccc2O)cc1
  i, i, x, 0
- COC1=CC(=O)OC(c2ccc(OC)cc2)C1 (stereo not given)
  i, i, x, 9

The results go on.
TMEM16A act	KCNK3 block	HDAC3 inh	Dyrk1A ADPGlo	smiles
i	i	x	-2	COc1cccc(NC(=O)COC(=O)C2CC(=O)N(c3ccc(C)cc3)C2)c1 (stereo not given)
i	i	x	-3	Cc1c(Cl)ccc2c(C(O)CBr)cc(-c3ccccc3)nc12 (stereo not given)
i	i	x	6	CCOc1cc2c(cc1OCC)C(c1ccc(O)c(OC)c1)NCC2 (stereo not given)
i	i	x	0	OCCN1CCN(CCO)C1=S
i	i	x	-1	COC(=O)c1c[nH]c2c1-c1cc(C(=O)OCc3ccccc3)n(S(=O)(=O)c3ccc(C)cc3)c1C(=O)C2=O
i	i	x	4	O=C(COC(=O)c1cc(Br)ccc1Cl)NC1CC1
i	i	x	-3	CC1CCC(C(O)(C(=O)O)C2CCCCC2)CC1C (stereo not given)
i	i	x	-5	CCN(C(=O)COC(=O)C12CC3CC(CC(O)(C3)C1)C2)c1c(N)n(Cc2ccccc2)c(=O)[nH]c1=O
i	i	x	-3	O=C(C1CCN(S(=O)(=O)c2ccc(Cl)s2)CC1)N1CCN(c2ccccc2)CC1
i	i	x	-5	CC(c1ccccn1)C(C)(O)C(C)c1ccccn1 (stereo not given)
i	i	x	-2	Cc1ccc(N(O)C(C)(C)C)cc1
i	i	x	-2	COC(=O)c1sc(NC(=O)CN2CCN(c3cccc(Cl)c3)CC2)c(C(=O)OC)c1C

More compounds
TMEM16A act	KCNK3 block	HDAC3 inh	Dyrk1A ADPGlo	smiles
i	i	x	3	O=C(c1cccc(Cl)c1)N1CCN(Cc2ccncc2)CC1
i	i	x	8	CC12CCC(C(=O)C1)C1(C)CCCC(=O)C21 (stereo not given)
i	i	x	10	COc1cc(C(=O)Nc2cccc(-c3nc4cc(C)cc(C)c4o3)c2)cc(OC)c1OC
i	i	x	-1	CCc1ccccc1OCC(=O)Nc1cccc(S(=O)(=O)N2CCCC2)c1
i	i	x	-2	Cc1ccc2cc(C#N)c(SCC(=O)NNC(=O)Cc3ccccc3)nc2c1
i	i	x	-6	CN(C)N1C(=O)c2c(Cl)c(Cl)c(Cl)c(Cl)c2C1=O
i	i	x	3	O=C1C=C(c2ccccc2)C(c2ccccc2)C1 (stereo not given)
i	i	x	7	CC12CC(O)C3C(CCC4=CC(=O)CCC43C)C1CCC2=CCO (stereo not given)
i	i	x	9	CC1CCN(S(=O)(=O)c2ccc(NC(=O)CCNC(=O)c3ccc(Cl)cc3)cc2)CC1
i	i	x	10	COc1ccc(-c2coc3cc(OC(C)=O)c(OC)cc3c2=O)cc1
i	i	x	-2	CC(C)(O)CN(C(=O)c1ccccc1)C1CCCCC1
i	i	x	-4	C=C1C(=O)OC2C1C(OC(=O)C(C)=CC)CC(=C)C1C(O)C3OC3(C)C21O (stereo not given)

(continued)
TMEM16A act	KCNK3 block	HDAC3 inh	Dyrk1A ADPGlo	smiles
i	i	x	1	COc1ccc(S(=O)(=O)Nc2ccc(-n3cnnn3)cc2)cc1Br
i	i	x	0	COc1ccc(C(CNC(=O)c2cccc(S(=O)(=O)Nc3ccc(Br)cc3)c2)N(C)C)cc1 (stereo not given)
i	i	x	1	CCCCN(C(=O)C1CCCC1)c1c(N)n(CCC)c(=O)[nH]c1=O
i	i	x	-2	CCOC(=O)CN1CC(C)(C)N(CC(=O)OCC)CC1(C)C
i	i	x	-1	O=C(O)c1ccc([N+](=O)[O-])cc1-c1cc([N+](=O)[O-])ccc1C(=O)O
-9.3*	i	x	-3	O=C(NC1CC1(c1ccccc1)c1ccccc1)c1ccccc1 (stereo not given)
i	i	x	3	Cn1cnc2nc(Cl)nc(Cl)c21
i	i	x	0	CN(c1ccc(F)cc1)S(=O)(=O)c1ccc(Cl)c(C(=O)NCC2CCCO2)c1 (stereo not given)
i	i	x	11	O=C(CCNC(=O)c1ccc(Cl)cc1)NCC(c1ccco1)N1CCCC1 (stereo not given)
i	i	x	0	COc1ccc2c(c1)OC[C@H]1[C@H]2N2C(=O)c3ccc(F)cc3NC(=O)[C@@]2(C)[C@H]1c1ccccc1
i	i	x	4	O=C(O)c1ccccc1C=NNc1ccc([N+](=O)[O-])cn1
i	i	x	-1	COc1ccc(CS(=O)/C(Cl)=C(/Cl)C(=O)Nc2ccc(OC)nc2)cc1 (stereo not given)

Next part
TMEM16A act	KCNK3 block	HDAC3 inh	Dyrk1A ADPGlo	smiles
i	i	x	5	CC(=O)N(c1ccccc1)c1nc2ccccc2s1
i	i	x	0	CCN(CC)S(=O)(=O)c1cccc(C(=O)NCC2(N3CCOCC3)CCCCC2)c1
i	i	x	-6	CCOc1ccccc1C(O)C1=CC(=O)c2ccccc2C1=O (stereo not given)
i	i	x	5	CCOc1ccc(S(=O)(=O)NCc2cccnc2)cc1NC(=O)c1ccccc1
i	i	9	4	O=C(NC1CCCC1)c1cccc2c1C(=O)c1ccc(N3CCCCC3)cc1S2(=O)=O
i	i	0	-3	O=C(Nc1ccc(N2CCOCC2)c(S(=O)(=O)Nc2ccc(Cl)cc2)c1)c1ccc(=O)[nH]n1
i	i	1	2	CCN(CC)S(=O)(=O)c1ccc(C)c(NC(=O)CSc2nnnn2C)c1
i	i	-3	0	COc1ccc(-n2c(=O)c(CCC(=O)NCCc3ccccc3F)nc3ccccc32)cc1
i	i	19	14	O=C1C=C(c2ccccc2)C[C@@H](c2ccc3c(c2)OCO3)C1
i	i	8	-3	O=C(CCN1C(=O)C2CCCCC2C1=O)Nc1nc2c(F)cc(F)cc2s1 (stereo not given)
i	i	2	-4	CCOC(=O)C1CCN(C(=O)/C=C/c2ccc(S(=O)(=O)N3CCOCC3)cc2)CC1
i	i	3	1	CCCCNC(=O)c1ccccc1SCC(=O)NC1CCCCCCC1

The list goes on.
TMEM16A act	KCNK3 block	HDAC3 inh	Dyrk1A ADPGlo	smiles
i	i	u	4	CN(CC(=O)Nc1ccccc1Cl)C(=O)c1cc(C2CC2)nn1-c1ccccc1
i	i	8	1	COc1ccc(CC(=O)OCC(=O)NC2CCCCC2)cc1
i	i	-2	5	O=C(c1cccs1)N1CC=C(c2ccccc2)CC1
i	i	-1	-2	Cc1ccc(C(=O)OCC(=O)NCc2ccco2)cc1C
i	i	3	1	CC(C)(C)OC(=O)C[C@@H]1C/C=C\C[C@H](CC(=O)N(CCO)Cc2ccccc2)C(=O)N2CCC[C@H]2COC1=O
i	i	0	5	COc1ccc(C(=O)OCc2cc(=O)n3ccsc3n2)cc1F
i	i	2	-3	Cc1ccc(NS(=O)(=O)c2cccc(C(=O)N3CCCCC3)c2)cc1
i	i	-3	-8	Cn1c(N)c(C(=O)COC(=O)COc2cc(Cl)c(Cl)cc2Cl)c(=O)n(C)c1=O
i	i	-3	2	COc1ccc(C(=O)COC(=O)c2sc(C)nc2C)cc1Cl
i	i	8	-3	Nc1sc2c(c1C(=O)NC1CC1)CCCC2
